Bioassay records (PubChem)
ADAM17 inh: inhibitors of human ADAM17. 370,000 compounds, 0.83% hits. inhibition, % at 6.95 µM. recombinant ADAM17, EDANS/DABCYL FRET peptide cleavage. P78536;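 active means inhibition above the mean of compounds lying between control limits plus 3 SD, set per campaign, cut at about 8.5% in these data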;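 further: 0% = DMSO-only wells as the low control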
DAX1 inh-1: inhibitors of DAX1 repression of SF-1 activated StAR promoter | HEK293T StAR-luciferase reporter, SF-1/DAX-1 repression relief | inhibition, % at 6.8 µM | 370,000 compounds, 1.1% hits | AID 652010;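 active means inhibition above the mean over all tested compounds plus 3 SD, cut at about 3.6% in these data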;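 further: 0% = DAX-1 cells with DMSO and 100% = cells lacking DAX-1 with DMSO; higher inhibition means more luminescence from relief of DAX-1 repression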
PLCb3 inh: PLC-beta3 (human) inhibition, primary screen; inhibition, % at 12.2 µM; Q01970; Purified PLC-beta3, fluorogenic substrate, fluorescence; 370,000 compounds, 0.18% hits; AID 720704; in the data active means inhibition above about 11%;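 further: 0% = median of compound wells on plate and 100% = full blocker control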
sPLA2-III inh: Blocks human group III sPLA2 activity; inhibition, % at 12.2 µM; Q9NZ20; QFRET BODIPY PC-A2 liposome hydrolysis, fluorescence; 370,000 compounds, 0.56% hits;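 active means inhibition above mean plus 3 SD of compounds lying within the high and low control bounds, cut at about 19% in these data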;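 further: 0% = median of test compound wells and 100% = no enzyme DMSO wells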
Target sequence (Q9NZ20 whole entry, looked up): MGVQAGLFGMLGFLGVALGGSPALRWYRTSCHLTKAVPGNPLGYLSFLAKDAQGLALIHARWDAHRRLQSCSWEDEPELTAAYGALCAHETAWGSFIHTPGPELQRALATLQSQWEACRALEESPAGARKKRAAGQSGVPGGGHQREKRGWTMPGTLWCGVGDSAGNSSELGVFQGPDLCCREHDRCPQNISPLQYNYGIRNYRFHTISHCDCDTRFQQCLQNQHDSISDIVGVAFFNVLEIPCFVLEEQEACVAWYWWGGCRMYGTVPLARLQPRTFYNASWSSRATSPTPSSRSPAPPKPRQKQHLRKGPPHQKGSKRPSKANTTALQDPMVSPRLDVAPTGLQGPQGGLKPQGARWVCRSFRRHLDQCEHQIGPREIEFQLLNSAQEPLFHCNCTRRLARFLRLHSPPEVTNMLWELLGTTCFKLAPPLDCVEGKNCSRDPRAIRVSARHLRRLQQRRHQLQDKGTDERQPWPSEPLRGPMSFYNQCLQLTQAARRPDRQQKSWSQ
ADAM10 inh: inhibits human ADAM10 | O14672 | recombinant ADAM10, EDANS/DABCYL FRET peptide cleavage, 3 h | inhibition, % at 7 µM | 370,000 compounds, 0.62% hits;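 active means inhibition above a per-campaign cutoff equal to the mean of compounds falling between control-based bounds plus 3 SD, cut at about 20% in these data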;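 further: 0% = DMSO wells while the 100% control is not disclosed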
Target sequence (O14672 214-748 limits assumed): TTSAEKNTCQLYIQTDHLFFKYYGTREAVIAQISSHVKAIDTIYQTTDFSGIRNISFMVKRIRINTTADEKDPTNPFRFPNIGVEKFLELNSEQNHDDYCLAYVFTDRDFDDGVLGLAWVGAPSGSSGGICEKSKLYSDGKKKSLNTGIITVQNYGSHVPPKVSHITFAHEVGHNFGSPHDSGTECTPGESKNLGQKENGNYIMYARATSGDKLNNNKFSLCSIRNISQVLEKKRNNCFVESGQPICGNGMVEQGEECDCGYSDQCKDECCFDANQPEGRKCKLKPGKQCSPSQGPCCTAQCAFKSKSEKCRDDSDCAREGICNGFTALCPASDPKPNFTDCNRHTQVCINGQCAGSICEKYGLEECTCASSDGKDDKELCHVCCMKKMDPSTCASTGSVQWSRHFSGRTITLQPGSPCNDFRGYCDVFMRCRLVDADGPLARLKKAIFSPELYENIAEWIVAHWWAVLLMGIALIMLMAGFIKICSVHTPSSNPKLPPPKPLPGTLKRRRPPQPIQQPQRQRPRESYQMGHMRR
DAX1 inh-2: inhibits human nuclear receptor DAX1; P51843; 340,000 compounds, 0.99% hits; HEK293 Gal4-DAX1 luciferase reporter, luminescence; AID 504766; inhibition, % at 6.75 µM;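 active means inhibition above the mean over all tested compounds plus 3 SD, cut at about 4.2% in these data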;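 further: 0% = DAX1-transfected cells with DMSO and 100% = empty-vector control cells with DMSO; inhibition shows as a rise in luminescence from relieved DAX1 repression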
ssDAF12 agonist: activates DAF-12 receptor from parasite S. stercoralis. HEK293 ssDAF-12/GRIP1 lit1-tk-luc reporter, luminescence; % of 3 µM dafachronic acid response. activation, % at 6.8 µM. 370,000 compounds, 1% hits;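 active means activation above the mean over all tested compounds plus 3 SD, cut at about 0.9% in these data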;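 further: 0% = DMSO-only wells and 100% = 3 µM delta7-dafachronic acid wells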
hcDAF12 agonist: activators of H. contortus DAF-12 nuclear receptor; HEK293 hcDAF-12 lit1-tk-luc reporter, luminescence; 0% DMSO, 100% Δ7-dafachronic acid; activation, % at 6.8 µM; 370,000 compounds, 1.4% hits;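 active means activation above the mean of all tested compounds plus 3 SD, cut at about 5.5% in these data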;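 further: 100% = response to 3 µM Δ7-dafachronic acid high control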
hgDAF-12 ag: agonists of H. glycines DAF-12 nuclear receptor | HEK293 GAL4-hgDAF12 UAS-luciferase reporter, agonist luminescence; normalized to butyrate control | activation, % at 6.8 µM | 370,000 compounds, 1.8% hits | AID 687014;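 active means activation above a cutoff set at the mean of all screened compounds plus 3 SD, cut at about 10% in these data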;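 further: 0% = DMSO wells and 100% = sodium butyrate wells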
GAA850 FXN act: increases GAA850 frataxin promoter reporter activity; HEK293 lucGAA850 FXN promoter luciferase reporter, 24 h; percent of 10 µM SAHA response; activation, % at 6 µM; 360,000 compounds, 0.56% hits; AID 540364;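 active means activation above the average of all compounds screened plus 3 SD, cutoff fixed separately per campaign, cut at about 7.5% in these data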;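 further: 0% = DMSO wells and 100% = 10 µM SAHA wells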
PLCg1 inh: blocks human PLC-gamma1 enzyme activity; AID 720700; P19174; purified PLC-gamma1, fluorogenic substrate, fluorescence; inhibition, % at 12.2 µM; 370,000 compounds, 0.84% hits; in the data active means inhibition above about 9.5%
Active calls of the source: *; / = not tested or not shown.

structure,ADAM17 inh,DAX1 inh-1,PLCb3 inh,sPLA2-III inh,ADAM10 inh,DAX1 inh-2,ssDAF12 agonist,hcDAF12 agonist,hgDAF-12 ag,GAA850 FXN act,PLCg1 inh
COc1ccc(CCNC(=O)CN2C(=O)NC3(CCCCC3C)C2=O)cc1 (stereo unspecified),0,-2.9,0,3,-9,0.5,-0.7,0.8,5.1,-1.1,0
O=C(O)CC1SC(=O)N(Cc2ccccc2)C1=O (stereo unspecified),-2,-0.4,3,6,3,1.6,-0.4,-0.3,0.5,2.7,-2
CCCCC(=O)Nc1ccc(C(=O)N2CCN(C)CC2)cc1,0,-0.2,7,3,5,0.2,-1.2,-0.3,-0.8,-1.4,4
Cc1c(NC(=O)C2CCCN2S(=O)(=O)c2cccc3nsnc23)cccc1C(=O)O (stereo unspecified),1,-0.1,-3,-1,-5,-0.5,-0.1,-0.1,-1.3,0.3,0
CNC(=O)c1csc(Cc2c(Cl)sc3ccc(Cl)cc23)n1,-2,0.0,-12,-7,5,-1.1,0.0,-1.4,-0.9,-0.2,-3
O=C(CN1C(=O)c2ccccc2C1=O)NC1CCS(=O)(=O)C1 (stereo unspecified),2,2.1,6,10,-3,-0.2,-1.0,-1.2,2.4,2.2,2
CCNc1nc(NCC)nc(OCC(=O)O)n1,-3,-0.3,-4,5,-6,0.1,-0.4,-0.7,0.6,0.6,1
COc1ccc(C(=O)N2CCN(C(=O)c3ccc(-c4ccccc4)cc3)CC2)cc1OC,-1,-0.6,3,-12,-1,-0.5,-1.2,-1.5,-2.7,2.9,-1
O=C(c1ccccc1)C12COc3ccccc3C1ON=C2c1ccccc1 (stereo unspecified),3,1.1,2,0,4,/,-0.8,-0.5,0.1,/,4
CC(=O)Oc1cccc(NC(=O)c2cccc(C(=O)Nc3cccc(OC(C)=O)c3)c2)c1,-1,-0.5,-4,-17,1,-0.2,-1.2,-0.8,-0.4,-1.6,2
CCOC(=O)N1CCN(C(=O)C[C@H]2C[C@@]3(C(=O)OC)C(=C[C@H](C4CCCC4)O[C@@H]3C)N(Cc3ccco3)C2=O)CC1,-3,0.1,1,-7,-6,/,-1.3,-3.5,-1.6,/,-1
CCOC(=O)C1=C(c2ccccc2)NC(=S)NC1c1cc([N+](=O)[O-])ccc1OC (stereo unspecified),9.2*,-0.5,3,23*,12,0.6,-1.6,-1.0,0.0,1.2,5
COc1ccc(CN(C)C(=O)c2ccc(Oc3ccccc3)cc2)cc1F,2,-0.3,-11,-13,2,1.8,-0.9,-2.3,-2.0,3.3,-3
CCN1CCN(C(=O)/C=C/c2ccc(OC)cc2)CC1,-3,-0.1,-7,9,2,-1.4,-1.2,-2.7,0.5,0.4,-2
COc1cc(/C=C2\CCC(C3CCCC3)C2=O)ccc1OC(C)C (stereo unspecified),-5,-0.1,-8,0,-6,0.6,-0.5,0.1,1.1,0.4,-4
O=C(CSCC(=O)N1CCOCC1)Nc1ccccc1,6,0.1,5,13,11,-0.5,-1.6,-0.2,2.2,0.6,11*
NC(=S)NN=C1c2ccccc2-c2cc(Br)ccc21,4,-3.2,-5,-1,-1,-3.6,-1.3,-0.2,0.5,11*,-4
COc1ccc(/C=N/NC(=O)CNC(=O)c2ccncc2)cc1,0,0.0,-5,1,9,-1.5,-0.3,2.5,2.6,-0.8,3
O=C(N/C(=C\c1ccc([N+](=O)[O-])cc1)C(=O)N1CCOCC1)c1cccc(Br)c1,0,-0.7,-20,-8,10,0.1,-1.0,-1.2,2.3,1.7,-9
COc1ccc(/C(C)=N/NC(=O)CNC(=O)/C=C\c2ccccc2OC)c(OC)c1,-25,-0.2,-23,-1,-65,0.8,-1.3,-2.0,2.5,-1.6,-10
CCOC(=O)C1CCN(S(=O)(=O)c2ccc(Br)c(OCC)c2)CC1,0,-1.1,-1,-8,2,0.7,-1.5,-0.7,-1.6,1.6,1
O=C(NCc1cc(C(F)(F)F)ccc1Cl)c1cccc2c1C(=O)c1ccc(N3CCOCC3)cc1S2(=O)=O,0,-0.4,-6,6,-1,1.8,-0.7,0.0,-0.9,1.5,-5
Cc1c(S(=O)(=O)N2CCCC(C)C2)c(=O)n(C)c(=O)n1C (stereo unspecified),-1,-0.2,-6,9,-9,-0.8,-1.0,0.1,2.4,1.8,0
Cc1ccccc1-c1cc(C(=O)NCc2cccs2)n(CC2CC(c3cccnc3)=NO2)n1 (stereo unspecified),0,-0.2,-1,-8,4,0.4,-1.2,-2.0,-1.5,-1.8,0
CCOC(=O)CNC(=O)CSc1nnc(-c2ccc(C(C)(C)C)cc2)n1-c1ccc(Cl)cc1,8,0.2,3,-6,12,/,-1.4,-2.5,-3.3,/,4
CCCCNC(=O)NNc1nc(Cl)cc(C)c1C#N,-8,-0.1,-5,9,-3,-0.4,-0.5,-0.3,0.4,0.7,1
COc1cc(NC(=O)Cn2nc(Cc3cccnc3)c3ccccc3c2=O)cc(OC)c1OC,0,0.2,2,-5,1,0.1,-1.2,1.3,0.6,1.2,0
COc1ccccc1N(CC(=O)NCc1ccco1)C(=O)CCC(=O)Nc1ccccn1,-2,-0.2,-5,-4,4,0.1,-1.8,-0.9,-2.6,-0.9,2
CN1CCN(C(=S)C(=O)NCc2ccccc2)CC1,-6,0.0,-4,8,-4,0.0,-2.0,-1.6,0.9,0.1,-2
CC1(C)Cn2c(nnc2-c2ccccc2)S1,0,-0.1,6,1,-4,-1.1,-1.2,-2.8,0.8,1.6,3

Marked active in sPLA2-III inh, of those listed so far:
Molecule,ADAM17 inh,DAX1 inh-1,PLCb3 inh,sPLA2-III inh,ADAM10 inh,DAX1 inh-2,ssDAF12 agonist,hcDAF12 agonist,PLCg1 inh
CCOC(=O)C1=C(c2ccccc2)NC(=S)NC1c1cc([N+](=O)[O-])ccc1OC (stereo unspecified),9.2*,-0.5,3,23*,12,0.6,-1.6,-1.0,5

An excerpt from above in order of length of the SMILES, descending.
structure,ADAM17 inh,DAX1 inh-1,PLCb3 inh,sPLA2-III inh,ADAM10 inh,DAX1 inh-2,ssDAF12 agonist,hcDAF12 agonist,hgDAF-12 ag,GAA850 FXN act,PLCg1 inh
O=C(N/C(=C\c1ccc([N+](=O)[O-])cc1)C(=O)N1CCOCC1)c1cccc(Br)c1,0,-0.7,-20,-8,10,0.1,-1.0,-1.2,2.3,1.7,-9
COc1cc(NC(=O)Cn2nc(Cc3cccnc3)c3ccccc3c2=O)cc(OC)c1OC,0,0.2,2,-5,1,0.1,-1.2,1.3,0.6,1.2,0
Cc1c(S(=O)(=O)N2CCCC(C)C2)c(=O)n(C)c(=O)n1C (stereo unspecified),-1,-0.2,-6,9,-9,-0.8,-1.0,0.1,2.4,1.8,0

Following part:
structure,ADAM17 inh,DAX1 inh-1,PLCb3 inh,sPLA2-III inh,ADAM10 inh,DAX1 inh-2,ssDAF12 agonist,hcDAF12 agonist,hgDAF-12 ag,GAA850 FXN act,PLCg1 inh
COc1cccc(NC(=O)C(C)OC(=O)c2n[nH]c3ccccc23)c1 (stereo unspecified),-1,-0.8,-13,-27,-2,0.2,0.3,1.1,11*,-0.3,-2
Cc1cccc(C)c1OC(=O)c1ccccc1,-1,-0.1,3,-5,-4,0.0,-0.9,-1.3,-2.5,1.5,0
CC(=O)OCC(=O)C1(O)CCC2C3CC(C)C4=CC(=O)C=CC4(C)C3C(O)CC21C (stereo unspecified),-3,0.9,2,-2,3,/,-1.6,0.0,-5.3,-2.3,2
CCSc1nc(C)c(CC)c(C)c1C(N)=O,-4,1.9,1,6,-3,2.9,-0.8,0.3,-1.1,1.1,-2
COc1ccc(NC(=S)c2ccccc2)cc1,4,2.0,2,4,-1,1.3,-0.7,1.1,8.4,3.1,2
O=C(NCCc1ccc(Cl)cc1)C1CCCN1C(=O)Nc1ccccc1 (stereo unspecified),0,-0.4,-3,-2,-5,0.8,-1.9,-1.2,2.1,-1.1,2
Cc1ccccc1C(=O)NCC(=O)OC1CCCCC1=O (stereo unspecified),-2,0.0,-2,5,-12,0.5,-1.2,-0.2,0.3,0.7,2
Oc1c(Cl)cc(Cl)c2c1NCCC2,-2,-0.9,-16,3,4,-0.4,-1.0,0.0,-0.9,0.9,-16
C=CCN1C[C@@H](COCc2ccccc2)Oc2cccc(F)c2S1(=O)=O,-7,-0.5,-1,2,0,/,-1.5,-2.3,3.8,/,0
O=C(c1ccc(Cl)c(S(=O)(=O)NCc2cccnc2)c1)N1CCCC1,-1,2.9,-4,14,-20,0.5,-0.4,-1.9,0.2,1.1,1
COc1ccc(CCCc2n[nH]c(=S)o2)cc1C,-5,1.1,-5,13,11,0.7,-2.0,-0.1,-1.0,-0.5,0
CCn1c(SCC(=O)Nc2nc3ccc(OC)cc3s2)nc2c1c(=O)n(C)c(=O)n2C,-6,-0.1,-6,3,-2,-0.3,-1.9,-1.3,0.4,1.3,-2
Cc1nnc(NC(=O)C2CCCCC2)s1,-1,-0.3,1,-3,-1,0.7,-1.3,-0.6,2.3,0.3,3
O=C(O)c1ccc(N/N=C/c2cc3ccccc3nc2Cl)cc1,-18,5.4*,-157,-13,-38,4.3*,0.5,5.6*,17*,11*,-102
Cc1ccc(NC(=O)COC(=O)c2ccnn2C)cc1,2,0.1,2,1,0,1.1,-1.0,-0.9,2.2,4.0,-1
O=C(NCCc1ccccc1)C1CCN(C(=O)N2CCOc3ccccc32)CC1,1,0.0,5,-2,-5,0.2,-0.9,-1.0,3.7,-0.4,2
COc1ccc(N(CC(=O)NCc2ccccc2)C(=O)Cn2nnc(-c3ccccc3F)n2)cc1OC,-3,0.3,1,5,-4,-0.6,-1.3,0.1,0.1,0.0,0
C#CCN(CC=C)C(=O)c1ccc(OC2CCN(S(=O)(=O)N(C)C)CC2)cc1,-3,0.1,-1,-6,-2,-0.5,-0.2,0.7,0.6,3.6,1
CN(C)C(=O)CCc1ccc2c3c([nH]c2c1)[C@]1(CCC2CCCC2)[C@@H](C(=O)N2CCOCC2)C[C@H](CC(=O)NCc2ccco2)C(=O)N1CC3,6,0.2,2,-10,-4,-0.8,-0.7,-0.9,-0.2,-0.7,4
O=C(CNS(=O)(=O)c1ccccc1F)Nc1ccc(N2CCOCC2)cc1,-3,0.2,4,2,1,-1.9,-0.2,-1.3,-1.2,-3.2,4
CCCNS(=O)(=O)c1ccc(CCC(=O)Nc2ccc3c(c2)OCO3)cc1,-5,-0.1,0,-9,-7,-0.2,-1.1,-0.6,-1.3,0.0,-1
NC12CC3CC(C1)CC(CO)(C3)O2,0,0.4,1,2,-4,0.2,-0.7,0.7,-2.3,1.7,1
Cc1ccc(-c2nn(-c3ccccc3)cc2C=C2C(=O)CC(C)(C)CC2=O)cc1,-2,0.1,-2,5,-1,-0.1,-0.7,-0.7,8.5,3.1,-3
Cc1cccc(C(=O)O/N=C(\N)c2ccccn2)c1,-1,-0.3,-5,1,0,-3.0,-1.1,-0.8,-4.2,-1.3,0

Not a hit list; 6.9% or so of the library scored in one or more.
